Compound activity as filed in PubChem BioAssay.
LGR2 antag: blocks bursicon-induced cAMP signaling via Drosophila LGR2. HEK293 LGR2, CRE-luciferase, bursicon-stimulated, 4 h. inhibition, % at 9.99 µM. actives 0.35% (n = 380,000);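 active means drop in luminescence signal, shown as inhibition above about 50% in the replicate tests, limit read from the data, passing the limit was not always enough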;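 further: agonist challenge used bursicon conditioned medium at about half maximal strength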
Statin myotox sup: suppression of simvastatin myotoxicity; C2C12 myotubes + simvastatin, ATP luminescence, 48 h; scaled: DMSO 0, geranylgeraniol control 100; rescue of ATP level, % at 7.49 µM; actives 0.78% (n = 330,000); AID 602340;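 active means mean ATP rescue above about 67%, or every replicate alone reaching that limit, limit read from the data, passing the limit was not always enough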;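 further: myotubes were challenged with 10 µM simvastatin during compound exposure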
S100A4 MyoIIA: inhibitors of human S100A4 binding to myosin IIA peptide | P26447 | S100A4/TAMRA-MyoIIA peptide fluorescence polarization | inhibition, % at 10.7 µM | actives 0.14% (n = 360,000) | AID 652163;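 active means mean inhibition of at least 70% across replicates, with every replicate also reaching that level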
Target sequence (P26447 whole entry, looked up): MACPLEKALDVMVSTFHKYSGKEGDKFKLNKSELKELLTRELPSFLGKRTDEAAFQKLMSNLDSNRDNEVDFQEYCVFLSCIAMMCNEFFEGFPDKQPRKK
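assay system = human S100A4 monomer with TAMRA-labelled myosin IIA peptide | also added = labelled myosin peptide probe, 5 nM | incubation = 5 min between mix addition and reading | control set = DMSO and TFP controls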
esBAF inh: inhibitors of esBAF chromatin remodeling in mouse ES cells; Bmi1-luciferase knock-in reporter, 24 h; 100% = twice the neutral-well signal; reporter increase, % at 12.5 µM; actives 2% (n = 350,000); in the data active means activation above about 40%;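 further: 0% = median of the plate's neutral control wells and 100% = double that signal; a rise in the Bmi1 reporter signal indicates esBAF inhibition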
Casp6 inh: blocks human caspase-6 cleavage activity; purified caspase-6, Z-VEID-R110 cleavage fluorescence; actives 0.53% (n = 350,000); AID 686996; inhibition, % at 12.5 µM; P55212;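 active means mean inhibition across replicates at least about 35%, with every replicate also reaching that limit, limit read from the data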;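 further: 0% = median of neutral control wells and 100% = no fluorescence left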
Target sequence (P55212 24-179 limits assumed): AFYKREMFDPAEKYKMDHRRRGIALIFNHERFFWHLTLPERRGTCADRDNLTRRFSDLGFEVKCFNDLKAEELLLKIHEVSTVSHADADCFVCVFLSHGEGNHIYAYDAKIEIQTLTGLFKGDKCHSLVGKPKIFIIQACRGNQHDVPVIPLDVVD
Target sequence (P55212 194-293 limits assumed): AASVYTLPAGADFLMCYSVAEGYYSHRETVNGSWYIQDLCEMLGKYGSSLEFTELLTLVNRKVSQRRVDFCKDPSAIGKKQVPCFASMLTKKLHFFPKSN
SIRT5 block: blocks human SIRT5 desuccinylation of peptide | Purified SirT5, succinyl-peptide AMC, trypsin-coupled fluorescence | inhibition, % at 15 µM | actives 1.1% (n = 330,000); in the data active means inhibition above about 15%
Target sequence (Q9NXA8 whole entry, looked up): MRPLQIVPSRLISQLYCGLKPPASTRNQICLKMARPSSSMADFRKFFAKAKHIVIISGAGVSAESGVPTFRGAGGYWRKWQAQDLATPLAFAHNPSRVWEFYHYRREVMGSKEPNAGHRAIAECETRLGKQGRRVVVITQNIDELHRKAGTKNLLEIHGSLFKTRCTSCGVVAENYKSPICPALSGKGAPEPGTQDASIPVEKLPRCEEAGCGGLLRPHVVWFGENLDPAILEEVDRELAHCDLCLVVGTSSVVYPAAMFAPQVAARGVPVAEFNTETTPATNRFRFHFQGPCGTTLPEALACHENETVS
FN deposition inh: fibronectin deposition inhibition. AID 743247. AH1F fibroblasts, Alexa488-fibronectin deposition fluorescence, overnight. inhibition, % at 12.6 µM. actives 0.086% (n = 350,000);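 active means mean inhibition across replicates of 30% or more, regardless of how many single replicates reach that level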;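 further: positive control wells lacked labelled fibronectin entirely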
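Material: AH1F fibroblast monolayer depositing Alexa488-labelled fibronectin into matrix | Input: 10000 AH1F cells/well | Medium: DMEM plus 2% serum, read in PBS | Reagent: Alexa488-fibronectin, 24 nM final in well | Compound dosing: One dose per compound, pinned | Schedule: 1 h adhesion, overnight exposure | Measured by: Fluorescence at 485 nm excitation, 525 nm emission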
An asterisk follows results filed as active; / = no result given; & = joins results of further samples. Some of the compounds tested; rates above refer to the full screens.

SMILES	LGR2 antag	Statin myotox sup	S100A4 MyoIIA	esBAF inh	Casp6 inh	SIRT5 block	FN deposition inh
C[C@@H]1CN([C@@H](C)CO)C(=O)c2cc(C#CC(C)(C)O)cnc2O[C@@H]1CN(C)C(=O)c1ccccc1F	4&12	6&-5&8	12&5&12	-1&0&0	-4&2&-2	5&-1&-2	10&2
Cc1ccccc1CN1C(=O)c2ccccc2S(=O)c2ccc(C(=O)NCCCN3CCOCC3)cc21 (configuration not stated)	18	/	-1	/	-13	-4	7
COc1cccc(CC(=O)Nc2ccc(N3CCOCC3)c(S(=O)(=O)Nc3ccccc3OC)c2)c1	-8	3	-6	8	-2	-3	4
CCCSc1nc2cc(C)c(C)cc2n1CC(C)O (configuration not stated)	-26	/	-15	/	3	-3	/
CC(C)(C)n1nc2c(c1NC(=O)C1CC(=O)N(c3ccc(Cl)cc3)C1)CS(=O)(=O)C2 (configuration not stated)	2	-4	1	2	0	0	4
CC1C=NC(S(=O)(=O)N2CC[C@@H]3[C@H]2c2cc(-c4ccccc4)ccc2N(C)[C@H]3CO)=N1 (some centres not stated)	17	15	4	1	-1	0	-8
Cc1ccc(S(=O)(=O)N2CCCC(C(=O)NCCc3ccc(S(N)(=O)=O)cc3)C2)cc1 (configuration not stated)	-8	-1	-2	-2	3	2	-14
O=C(Nc1cc(C(F)(F)F)ccc1N1CCOCC1)c1ccccc1	/	2	/	-3	/	/	1
CCCCn1nnnc1C(c1cc2ccccc2o1)N1CCN(CC(=O)NC(C)C)CC1 (configuration not stated)	-4	/	4	/	1	-11	8
COc1ccc(C(=O)N(C)c2c(C)n(C)n(-c3ccccc3)c2=O)cc1OC	-30	/	-9	/	1	/	3
CC(C)N1CN=C(Nc2nc3ccccc3o2)NC1	-19	/	-2	/	-1	1	/
Cc1cc(COc2ccccc2OCc2cc(C)no2)on1	/	7	/	2	/	/	16
O=C(CN1C(=O)NC2(CCCC2)C1=O)OCCOc1ccccc1Cl	-10	/	-2	/	-1	-3	-1
Cc1cc(OC(C)C(=O)NCC(O)c2ccccc2)c2c(C)cc(=O)oc2c1 (configuration not stated)	9	-14	-1	-11	-2	-18	-6
CCCCOc1ccc(C(=O)NCC(=O)NC2CCCCC2)cc1	-12	4	-3	-2	-2	-3	8
Cc1ccc2[nH]c(=O)c(CN(C)C(=O)c3cccs3)cc2c1	-32	4	1	17	2	1	14
C[C@H](CO)N1C[C@H](C)[C@@H](CN(C)Cc2ccccc2)Oc2c(cccc2N(C)C)C1=O	/	-1	15	-5	2	1	/
OCc1nc2ccccc2n1CC(O)Cn1ccc2ccccc21 (configuration not stated)	-17	32	/	5	/	/	/
CSCCC1COC(c2cccs2)=N1 (configuration not stated)	-7	/	-2	/	-3	2	/
COc1ccc(OC)c2c(C)cc(NCCN3CCOCC3)nc12	-10	-9	/	-10	/	/	0

Shown as comma-separated lines: part of the list above.
structure,LGR2 antag,Statin myotox sup,S100A4 MyoIIA,esBAF inh,Casp6 inh,SIRT5 block,FN deposition inh
COc1ccc(C(=O)N(C)c2c(C)n(C)n(-c3ccccc3)c2=O)cc1OC,-30,/,-9,/,1,/,3
CCCCn1nnnc1C(c1cc2ccccc2o1)N1CCN(CC(=O)NC(C)C)CC1 (configuration not stated),-4,/,4,/,1,-11,8
O=C(Nc1cc(C(F)(F)F)ccc1N1CCOCC1)c1ccccc1,/,2,/,-3,/,/,1

(cont.)
SMILES	LGR2 antag	Statin myotox sup	S100A4 MyoIIA	esBAF inh	Casp6 inh	SIRT5 block	FN deposition inh
CCC(CC)C(=O)NCCc1ccc(F)cc1	/	20	/	-5	/	/	3
COc1ccc(NC(=O)c2ccc3[nH]c(C)c(C)c3c2)c(OC)c1	-10	-12	3	30	1	-4	6
CCC1(c2ccccc2)NC(=O)N(CC(=O)N(c2ccccc2)C2CCS(=O)(=O)C2)C1=O (configuration not stated)	-17	/	-3	/	1	-3	5
CC1CN(c2cc(=O)n(-c3cccc(Br)c3)c(=O)[nH]2)CC(C)O1 (configuration not stated)	-4	-1	-2	-6	-1	-4	6
NC(=O)c1ccsc1NC(=O)c1ccc(N2CCCC2=O)cc1	72*	/	4	/	7	/	/
COc1ccc(S(=O)(=O)N2CC=C(C(=O)Nc3ccc(NC(C)=O)cc3)CC2)cc1	34	/	2	/	3	-10	8
CCOc1ccc(C(C)NC(=S)NC2CCCCC2)cc1 (configuration not stated)	2	1	-1	6	2	0	9
O=S(=O)(O)c1ccc2c(c1)C(C(Cl)(Cl)Cl)OC(C(Cl)(Cl)Cl)O2 (configuration not stated)	3	5	-4	-2	-1	1	0
CC1(C(=O)Nc2ccc3c(c2)OCCO3)CCN1C(=O)CC1CCCC1 (configuration not stated)	-2	5	4	1	-1	-2	/
CCCc1cc(=O)[nH]c(SCC(=O)Nc2ccc(OCc3ccccc3)cc2)n1	-3	2	1	7	-2	1	-1
CC(C)[C@H](NC(=O)N1c2ccccc2NC(=O)[C@@H]1C(C)C)C(=O)N1CCC(C(=O)O)CC1	/	6	10	6	-1	/	/
C[C@H]1CN([C@@H](C)CO)C(=O)Cc2cc(NS(C)(=O)=O)ccc2O[C@@H]1CN(C)CC1CC1	3&-3	-38&11	0	-4&-5	0	2	5
CCc1ccccc1N(CC(=O)NC(C)(C)C)C(=O)CCC(=O)Nc1ccccn1	11	41	-7	4	0	0	1
Cc1cc(N2C(=O)C(O)=C(C(=O)c3ccco3)C2c2ccc(Cl)cc2)no1 (configuration not stated)	6	7	-1	4	/	-1	5
O=C(O)C(=O)/C(=C\c1ccccc1)c1ccc2ccccc2n1	24	4	2	37	1	0	/
Cc1ccc(C(=O)c2coc3cc([N+](=O)[O-])c(O)c([N+](=O)[O-])c23)cc1	-13	/	6	/	48*	1	3
Cc1ccccc1CN1C(=O)/C(=C\c2ccc(C(=O)NCCN3CCOCC3)cc2)Sc2ccccc21	-2	27	2	-10	-3	0	-1
Cc1ccc(O)c(CNc2nc3ccccc3n2C)c1	/	11	/	31	/	/	7
O=C(COc1nsnc1N1CCOCC1)Nc1ccc([N+](=O)[O-])cc1	-8	9	-1	-5	0	-5	4
Cn1c(N)nc2nc(CCc3ccccc3)c(=O)[nH]c2c1=O	-9	0	4	0	6	-21	-2

Grouped by structure, the compounds so far containing a halogen
SMILES	LGR2 antag	Statin myotox sup	S100A4 MyoIIA	esBAF inh	Casp6 inh	SIRT5 block	FN deposition inh
C[C@@H]1CN([C@@H](C)CO)C(=O)c2cc(C#CC(C)(C)O)cnc2O[C@@H]1CN(C)C(=O)c1ccccc1F	4&12	6&-5&8	12&5&12	-1&0&0	-4&2&-2	5&-1&-2	10&2
CC(C)(C)n1nc2c(c1NC(=O)C1CC(=O)N(c3ccc(Cl)cc3)C1)CS(=O)(=O)C2 (configuration not stated)	2	-4	1	2	0	0	4
O=C(Nc1cc(C(F)(F)F)ccc1N1CCOCC1)c1ccccc1	/	2	/	-3	/	/	1
O=C(CN1C(=O)NC2(CCCC2)C1=O)OCCOc1ccccc1Cl	-10	/	-2	/	-1	-3	-1
CCC(CC)C(=O)NCCc1ccc(F)cc1	/	20	/	-5	/	/	3
CC1CN(c2cc(=O)n(-c3cccc(Br)c3)c(=O)[nH]2)CC(C)O1 (configuration not stated)	-4	-1	-2	-6	-1	-4	6
O=S(=O)(O)c1ccc2c(c1)C(C(Cl)(Cl)Cl)OC(C(Cl)(Cl)Cl)O2 (configuration not stated)	3	5	-4	-2	-1	1	0
Cc1cc(N2C(=O)C(O)=C(C(=O)c3ccco3)C2c2ccc(Cl)cc2)no1 (configuration not stated)	6	7	-1	4	/	-1	5

Next section
SMILES	LGR2 antag	Statin myotox sup	S100A4 MyoIIA	esBAF inh	Casp6 inh	SIRT5 block	FN deposition inh
COc1c(O)ccc(/C=C(\C#N)c2nc3ccccc3[nH]2)c1[N+](=O)[O-]	-10	-7	-1	32	13	/	-4
CCCN1CCN(C(=O)c2cc(COc3ccc(F)cc3F)on2)CC1	10	18	2	5	-1	-2	-2
COc1cc(CCC(=O)OCC(=O)Nc2nc(C)c(Cl)cc2Cl)cc(OC)c1OC	/	5	/	-3	/	/	6
CCc1ccc([C@@H]2C[C@H]3[C@@H](CN2S(=O)(=O)c2ccc(C)cc2)C(=O)C[C@@H](c2ccccc2F)N3S(=O)(=O)c2ccc(C)cc2)cc1	-5	0	-3	1	-1	1	5
O=C(C[C@H]1C/C=C\C[C@@H](Cc2ccc(F)cc2)C(=O)O[C@@H](c2ccccc2)CNC1=O)N[C@@H](CO)Cc1ccccc1	/	-1	-1	-3	4	0	6
COc1ccc(S(=O)(=O)N2CCOCC2)cc1NC(=O)c1ccc2c(c1)OCCO2	-24	9	-3	3	11	2	0
C#Cc1cccc(Nc2nc(NCCOC)nc3ccsc23)c1	-7	-8	-3	-9	7	/	2
COc1ccc(NC(=O)Nc2ccc3c(c2)CC(=O)N([C@@H](C)CO)C[C@@H](C)[C@@H](CN(C)C)O3)cc1	-11	-16	1	-1	-3	-4	-1
C[C@@H]1CN([C@H](C)CO)C(=O)c2cc(NS(C)(=O)=O)ccc2O[C@H]1CN(C)C(=O)Nc1cccc2ccccc12	-16	7	0	2	-4	-4	/
C[C@H](CO)N1C[C@H](C)[C@@H](CN(C)C(=O)c2ccccn2)Oc2ncc(-c3cccc(F)c3)cc2C1=O	-4	-8	6	-2	2	/	/
CCOC(=O)C(C)Sc1nnc(Cc2cc(=O)[nH]c(=O)[nH]2)n1-c1ccc(OCC)cc1 (configuration not stated)	-2	-5	2	-3	0	/	-2
COc1ccc(OC)c(S(=O)(=O)NCCS(=O)(=O)N2CCN(c3ccccc3)CC2)c1	-14	6	1	-2	1	-4	6
CCCNC(=O)N1[C@@H](CO)[C@H](c2ccccc2)C12CN(C(=O)C1CCCCC1)C2	-1	/	-4	/	-1	-5	-15
O=C(C[C@@H]1C/C=C\CC[C@H](Cc2ccc(F)cc2)C(=O)OC[C@@H](Cc2ccccc2)NC1=O)NCCO	-5	-13	-1	-4	-2	0	-6
CC(=O)N(C)C[C@@H]1Oc2cc(-c3ccncc3)ccc2S(=O)(=O)N([C@@H](C)CO)C[C@H]1C	-12	2	3	0	1	3	3
COc1ccccc1NC(=O)c1nc(S(=O)(=O)Cc2ccccc2)ncc1Cl	-17	-213	1	-79	4	-1	42*
C#Cc1ccc(NC(=O)C2(C)CCN2C(=O)Cc2ccc(C(C)C)cc2)cc1 (configuration not stated)	-1	-1	0	2	2	0	4
COc1ccc(NC2C=CS(=O)(=O)C2)c(OC)c1 (configuration not stated)	-8	4	-2	-7	0	-3	/
COc1ccc(S(=O)(=O)N(C)CC(=O)O)c2ccccc12	/	13	/	-6	/	/	8
Cc1ccc(/C=N/NC(=O)c2ccccc2OCc2ccc(F)cc2)o1	1	/	-12	/	1	-3	13
C[C@@H]1CN([C@@H](C)CO)C(=O)c2c(c3ccccc3n2C)-c2ccccc2CO[C@H]1CN(C)S(=O)(=O)c1ccc(C#N)cc1	-4	3	-9	9	-2	-2	-1&-9
Cc1ccc([N+](=O)[O-])cc1NC(=S)NCCc1ccccc1	24	6	-12	-12	-2	2	/
CCN(CC)CCCNC(=O)c1cc(-c2ccccc2)c(N2CCCCC2)s1	-17	-22	7	-31	-11	-2	0

In another format: results already given.
Compound | LGR2 antag | Statin myotox sup | S100A4 MyoIIA | esBAF inh | Casp6 inh | SIRT5 block | FN deposition inh
CCc1ccc([C@@H]2C[C@H]3[C@@H](CN2S(=O)(=O)c2ccc(C)cc2)C(=O)C[C@@H](c2ccccc2F)N3S(=O)(=O)c2ccc(C)cc2)cc1 | -5 | 0 | -3 | 1 | -1 | 1 | 5
O=C(C[C@H]1C/C=C\C[C@@H](Cc2ccc(F)cc2)C(=O)O[C@@H](c2ccccc2)CNC1=O)N[C@@H](CO)Cc1ccccc1 | / | -1 | -1 | -3 | 4 | 0 | 6
